Screening results: PubChem, Broad Institute
Xi reactivation: X-chromosome reactivation activator | hit rate 0.055% among 360,000 | AID 743238 | XiGFP mouse fibroblasts, % GFP-positive cells imaging, 3 d; cells co-treated with 5-aza-dC sensitizer; scaled so ellipticine positive control = 100% | activation, % at 7.58 µM;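 active = mean normalized replicate activation at least 10% and every replicate at or above 10%; inconclusive = only one of the two criteria met; inactive = mean below 10% and not all replicates reach 10%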;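 note: 0% = median of on-plate neutral control wells and 100% = ellipticine 6 µM median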
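System: SV40-immortalized XiGFP fibroblast cells, line 68-5-11 / Incubation: 3-day compound exposure, then 15 min fixation at room temperature / Compound: single concentration per compound, delivered by pin transfer / Buffer or medium: DMEM plus 5-aza-dC sensitizer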
EWS-Fli block: EWS/Fli transcriptional activity inhibition; A673 NR0B1-luciferase reporter, viability-normalised; hit rate 0.67% among 350,000; inhibition, % at 12.6 µM; AID 651661;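 active = mean inhibition of at least 50% after viability correction, with every replicate also passing that limit; inconclusive = mean reaches 50% but only one of two replicates passes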;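 note: firefly luciferase signal divided by Alamar Blue viability fluorescence both relative to DMSO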
ARNT-TACC3 inh: disrupts binding between human ARNT and TACC3; Q9Y6A5; AlphaScreen His-ARNT PAS-B/GST-TACC3 binding, luminescence; TACC3 fragment carries E629A point mutation; inhibition, % at 9.99 µM; hit rate 0.66% among 390,000;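 active = mean inhibition of replicates at least 50% and at least half of replicates each reaching 50%; inconclusive = half or more replicates reach 50% but mean below 50%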;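 note: 0% = complete ARNT plus TACC3 wells and 100% = ARNT alone without TACC3; many hits fall short of the cut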
ERp5 block: ERp5 (human) disulfide isomerase inhibition | inhibition, % at 9.99 µM | hit rate 0.05% among 350,000 | ERp5 insulin aggregation, absorbance 650 nm, 90 min | AID 651711;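 active = mean replicate inhibition above about 25%, with every replicate also reaching it, limit read from the data, passing the limit was not always enough; inconclusive = only one of those two criteria met; inactive = neither criterion met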
Target sequence (Q15084 whole entry, looked up): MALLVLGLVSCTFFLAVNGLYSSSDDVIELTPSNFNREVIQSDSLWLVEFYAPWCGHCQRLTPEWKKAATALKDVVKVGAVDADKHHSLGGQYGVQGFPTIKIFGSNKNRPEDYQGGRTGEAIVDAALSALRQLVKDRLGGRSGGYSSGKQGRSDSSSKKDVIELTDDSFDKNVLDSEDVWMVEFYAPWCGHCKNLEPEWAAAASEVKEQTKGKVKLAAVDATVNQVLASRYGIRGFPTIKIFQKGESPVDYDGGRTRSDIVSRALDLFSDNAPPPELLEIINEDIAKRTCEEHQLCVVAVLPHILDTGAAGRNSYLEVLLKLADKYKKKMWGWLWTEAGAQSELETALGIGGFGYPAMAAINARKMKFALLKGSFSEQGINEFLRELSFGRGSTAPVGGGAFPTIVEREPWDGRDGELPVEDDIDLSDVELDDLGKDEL
DENV2 CPE: protects cells from dengue virus 2 cytopathic effect | DENV2-infected cells, cytopathic effect rescue, plate reader | CPE inhibition, % at 9.99 µM | hit rate 1.7% among 350,000 | AID 651640; in the data active = CPE inhibition above about 20%, passing the limit was not always enough; inconclusive = no clear call, values can overlap the other calls; tested in BHK-21 cells;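 note: 0% = median of neutral control wells and 100% = median of positive control wells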
GSIS activator: GLuc luminescence reporter in INS-1E cells, primary screen for activators of glucose-dependent secretion of insulin; INS-1E GLuc reporter insulin secretion, 2-3 h; activation, % at 16.6 µM; hit rate 0.61% among 370,000;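 active = lowest replicate activation of at least 40%, so every replicate reaches that level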;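 note: 0% = median of neutral control wells and 100% = median of IBMX positive control wells; some compounds called inactive have numbers as strong as hits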
CFTR F508del cor: correctors of CFTR F508del function in bronchial epithelial cells. activity (quench increase), % at 7.58 µM. CFBE cells, YFP halide quenching; stimulated with forskolin plus potentiator P3; % fluorescence drop versus neutral controls. hit rate 0.36% among 350,000;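 active = mean added fluorescence quench of at least 8% versus neutral control, with both replicates also reaching 8%; inconclusive = only one of the mean or replicate conditions met; inactive = mean below 8% and not both replicates reaching 8%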;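 note: cells transiently co-express mutant CFTR-F508del with the halide-sensitive YFP; corrector assay measuring rescue of mutant channel to the surface after 24 h compound exposure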
PAX8 inh HTS: inhibitors of PAX8 transcriptional activity in RMG-I cells; hit rate 1.2% among 360,000; RMG-I TPO-luciferase reporter, SteadyGlo, 24 h; inhibition, % at 12.6 µM; AID 652154;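 active = mean replicate inhibition at least 60% with every replicate also reaching 60%; inconclusive = only one of the two criteria is met; inactive = mean below 60% and not all replicates reaching 60%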;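 note: luciferase light reporting Pax8 driven TPO promoter activity; plate controls were median of neutral control wells for no effect and mitoxantrone controls for full effect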
* marks the source's active call; other numbers are inactive results; u = inconclusive; x = not tested or not shown; & = joins results of further samples.

Short forms – A = Xi reactivation; B = EWS-Fli block; C = ARNT-TACC3 inh; D = ERp5 block; E = DENV2 CPE; F = GSIS activator; G = CFTR F508del cor; H = PAX8 inh HTS
CCN(CC)c1ccc(/C=N/Nc2nc(C)cc(C)n2)cc1
  A = 0.1; B = 16; C = x; D = 3; E = 0; F = 1; G = -1.2; H = 0
OC[C@@H]1[C@@H](c2ccc(-c3ccc(F)cc3)cc2)[C@@H]2CN(CCC(F)(F)F)CCCCN12
  A = 0.3; B = x; C = 13; D = 1; E = 13; F = -12; G = 0.4; H = 3
CC(C)NC(=O)Nc1ccc2c(c1)C(=O)N([C@@H](C)CO)C[C@H](C)[C@@H](CN(C)S(=O)(=O)c1cn(C)cn1)OCCCC[C@@H](C)O2
  A = 0.3; B = -6; C = -12; D = 5; E = -9; F = 30; G = -0.2; H = -2
Cc1ccc(S(=O)(=O)N2CCC[C@H]2C(=O)OCC(=O)N2CCc3ccccc32)cc1
  A = 0.3; B = 2; C = -2; D = 4; E = 17; F = 1; G = -5.5; H = 5
CCCNC(=O)C1(C)CCN(C(=O)c2ccc(C)c(F)c2)C1 (stereo not drawn)
  A = 0.7; B = -7; C = x; D = 3; E = 4; F = 3; G = 1.0; H = 18
C[C@H]1CCCCO[C@@H](CN(C)C(=O)Nc2ccc3c(c2)OCO3)[C@@H](C)CN([C@@H](C)CO)C(=O)c2cc(NS(C)(=O)=O)ccc2O1
  A = 0.4; B = -6; C = 7; D = 1; E = 12; F = -1; G = -4.2; H = x
COc1ccc(S(=O)(=O)N(C)C[C@@H]2OCCCC[C@H](C)Oc3ccc(NS(C)(=O)=O)cc3C(=O)N([C@H](C)CO)C[C@@H]2C)cc1
  A = 0.0; B = 2; C = -13; D = 5; E = -1; F = -7; G = -1.0; H = 10
CN(C(=O)c1cc(COc2c(F)cccc2F)on1)C1CCOC1 (stereo not drawn)
  A = 0.0; B = x; C = 7; D = 2; E = -2; F = -8; G = -4.9; H = -84
O=C1CC(c2ccc3c(c2)OCCO3)Oc2ccc([N+](=O)[O-])cc21 (stereo not drawn)
  A = -0.1; B = -20; C = -3; D = -3; E = -3; F = -36; G = -3.0; H = -133
COc1cc(C(=O)N2CCN(c3ccccc3O)CC2)ccc1OCC(=O)N1CCOCC1
  A = -0.1; B = -3; C = 1; D = -1; E = -2; F = 8; G = -1.1; H = -13
CCOC(=O)CSc1nc2ccccc2c(=O)n1CCCCCC(=O)NCc1ccco1
  A = x; B = x; C = -2; D = 2; E = x; F = -14; G = x; H = -9
C[C@H](CO)N1C[C@H](C)[C@H](CN(C)Cc2cccnc2)Oc2ncc(-c3ccc(F)cc3)cc2C1=O
  A = -0.8; B = -1; C = -3; D = 0; E = -2; F = -11; G = -0.5; H = x
Cc1noc(C)c1S(=O)(=O)N(C)C[C@@H]1Oc2ccc(NC(=O)Nc3ccc4c(c3)OCO4)cc2CC(=O)N([C@H](C)CO)C[C@H]1C
  A = 0.0; B = -8; C = x; D = 3; E = -1; F = 7; G = 0.6; H = 0
CC(Oc1ccccc1Cl)C(=O)N1CCOCC1 (stereo not drawn)
  A = 0.0; B = -1; C = -11; D = 3; E = 107*; F = 39; G = 0.3; H = 6
Cn1c(CCN2CCOCC2)nc2cc(NC(=O)c3cccs3)ccc21
  A = 0.1; B = -1; C = -6; D = -3; E = 2; F = 13; G = -1.8; H = 25
CCN(CC)S(=O)(=O)c1ccc(NS(=O)(=O)c2cccs2)cc1
  A = 0.0; B = 3; C = -2; D = -2; E = x; F = -8; G = 1.7; H = -10
O=S(=O)(c1ccc(N2CCC(c3ccc(Cl)cc3)=N2)cc1)N(CCO)CCO
  A = x; B = x; C = -60; D = -2; E = x; F = 25; G = x; H = 6
CCc1ccc(N=c2c([N+](=O)[O-])nn(-c3ccc4c(c3)OCCO4)n2O)cc1
  A = 0.3; B = 2; C = 10; D = 1; E = -6; F = 3; G = -0.1; H = 2
CCN1CCc2nc(NC(=O)c3cc(F)c(F)cc3Cl)sc2C1
  A = -0.1; B = -15; C = 16; D = 4; E = -3; F = 1; G = -2.3; H = -19
O=C(CCCC(=O)N(CC(=O)NC1CCCCC1)c1cccc(F)c1)Nc1ccccn1
  A = 0.1; B = -1; C = 11; D = 5; E = -6; F = 0; G = -1.6; H = 0
COc1cc(/C=N/N2CCOCC2)ccc1OCc1ccccc1
  A = 0.0; B = -80; C = 5; D = 3; E = 0; F = 20; G = -4.2; H = -171
O=C(N/N=C/c1cc(O)ccc1Br)c1cccnc1
  A = 0.1; B = 10; C = 85*; D = 2; E = 2; F = 5; G = 5.3; H = 72*
COC(=O)C(CC#Cc1ccc2c(c1)[C@]1(C(=O)N2)[C@H](C(=O)N2CCN(c3ncccn3)CC2)[C@H]2C(=O)O[C@H](c3ccccc3)[C@H](c3ccccc3)N2[C@@H]1c1ccc(OCCO)cc1)C(=O)OC
  A = x; B = u; C = -6; D = -3; E = 1; F = x; G = -3.5; H = 14
O=C(NCc1nc2ccccc2[nH]1)C1=C[C@@H](C2CCCCC2)C[C@@H](OCc2ccc(CO)cc2)O1
  A = 0.3; B = 20&10; C = 3; D = 2&-1; E = -11&-10; F = -19; G = 2.7&1.1; H = 28&-6
COc1ccc(C(=O)NNC(=O)c2cccc3ccccc23)cc1
  A = 0.1; B = -57; C = -7; D = 1; E = 5; F = -7; G = 1.0; H = -50
COc1ccc(S(=O)(=O)N(C)C[C@@H]2Oc3cc(C#CC4CCCCC4)ccc3S(=O)(=O)N([C@H](C)CO)C[C@@H]2C)cc1
  A = -0.4; B = 24; C = -6; D = -6; E = u; F = -1; G = 4.2; H = x
Nc1ccc(/C=C/C(=O)c2cccs2)cc1
  A = 0.0; B = -74; C = -11; D = 6; E = u; F = -4; G = 1.2; H = -161
O=C1CN(S(=O)(=O)c2ccccc2)C[C@@H]2[C@H](c3ccc(C#CCc4ccccc4)cc3)[C@H](CO)N12
  A = 0.7; B = -3; C = x; D = -5; E = 2; F = 1; G = -2.4; H = x
CCN(CC)CCNC(=O)c1ccc(NCN2C(=O)NC(c3ccccc3)(c3ccccc3)C2=O)cc1
  A = 0.0; B = 0; C = x; D = 1; E = 11; F = -7; G = -2.5; H = -3
Cc1ccc([N+](=O)[O-])cc1NC(=S)NC(=O)c1c(Cl)cnn1C
  A = 0.0; B = x; C = 5; D = 3; E = -3; F = -25; G = -4.1; H = -1
CCN(Cc1ccccc1)c1ccc(/C=N/NC(=S)NC(C)C)cc1
  A = -0.1; B = x; C = -2; D = x; E = x; F = -39; G = x; H = -4
Fc1ccc(C2CC(c3ccco3)=Nc3ccccc3S2)cc1 (stereo not drawn)
  A = 0.0; B = -6; C = 10; D = -3; E = 7; F = 10; G = -4.2; H = -10
C[C@@H]1CN([C@@H](C)CO)S(=O)(=O)c2ccc(C#Cc3ccccc3F)cc2O[C@@H]1CN(C)C
  A = -0.4; B = 1; C = 4; D = -4; E = 10; F = 7; G = -2.4; H = x
O=C(c1[nH]c(C(F)(F)F)nc1-c1ccccc1)N1CCCN(Cc2ccc(F)cc2)CC1
  A = 0.7; B = -12; C = x; D = 4; E = 15; F = 10; G = -2.4; H = -5
CC(NC(=S)Nc1ccccc1Cl)C(c1cccs1)N1CCCC1 (stereo not drawn)
  A = 0.1; B = -3; C = x; D = -1; E = x; F = 1; G = -0.1; H = -1
COc1ccc(NC(=O)COC(=O)CO/N=C(\C)c2ccc3c(c2)OCO3)cc1S(N)(=O)=O
  A = 0.0; B = 0; C = 1; D = -3; E = -5; F = -1; G = -1.0; H = 1
COc1cc(CNCCSc2nnnn2C)cc(Br)c1OCc1ccccc1
  A = 0.7; B = 12; C = -2; D = -4; E = -7; F = -30; G = 0.0; H = 9
COc1cc(C(=O)Nc2c(C(=O)O)[nH]c3ccccc23)cc(OC)c1OC
  A = 0.0; B = -3; C = 3; D = -1; E = 2; F = -19; G = -0.2; H = 22
Cc1c(Cl)cnc(NC(=O)COC(=O)C2CCCC2)c1Cl
  A = 0.5; B = 3; C = 3; D = -1; E = -5; F = -5; G = -1.6; H = -1
COCCNc1nc(N)c([N+](=O)[O-])c(NCCO)n1
  A = 0.3; B = x; C = -3; D = x; E = x; F = 18; G = x; H = 8

As a working copy, two of the compounds above.
Short forms – A = Xi reactivation; B = EWS-Fli block; C = ARNT-TACC3 inh; D = ERp5 block; E = DENV2 CPE; F = GSIS activator; G = CFTR F508del cor; H = PAX8 inh HTS
Cc1c(Cl)cnc(NC(=O)COC(=O)C2CCCC2)c1Cl
  A = 0.5; B = 3; C = 3; D = -1; E = -5; F = -5; G = -1.6; H = -1
COCCNc1nc(N)c([N+](=O)[O-])c(NCCO)n1
  A = 0.3; B = x; C = -3; D = x; E = x; F = 18; G = x; H = 8

Remaining list, next part.
Short forms – A = Xi reactivation; B = EWS-Fli block; C = ARNT-TACC3 inh; D = ERp5 block; E = DENV2 CPE; F = GSIS activator; G = CFTR F508del cor; H = PAX8 inh HTS
O=C(C1CCC1)N1CC(=O)N2[C@H](CO)[C@@H](c3ccc(C#CCc4ccccc4)cc3)[C@H]2C1
  A = 0.0; B = 2; C = x; D = -1; E = 5; F = -17; G = -1.2; H = -3
CCCCCc1ccc(-c2cn(Cc3ccc(C(=O)c4ccccc4)cc3)nn2)cc1
  A = 0.0; B = 45; C = -5; D = -1; E = 11; F = 4; G = -0.1; H = -58
Cc1cc(C)c(C#N)c(SCC(O)CS(=O)(=O)Cc2ccccc2)n1 (stereo not drawn)
  A = x; B = 2; C = 10; D = 0; E = 5; F = -1; G = -0.2; H = x
Fc1ccccc1C1c2[nH]c3ccccc3c2CCN1CCCn1cccn1 (stereo not drawn)
  A = 0.0; B = -1; C = 5; D = 7; E = 31*; F = -5; G = 0.1; H = 24
Cc1noc(C)c1-c1ccc(C(=O)NCCN2CCOCC2)c2occc12
  A = 1.0; B = 4; C = x; D = 0; E = 4; F = 5; G = 1.0; H = x
Oc1ccc(Nc2nc(-c3ccccc3O)nc3ccccc23)cc1
  A = 0.0; B = 14; C = -3; D = 0; E = 5; F = -15; G = 3.7; H = 3
O=C(Nc1ccc(F)cc1)N[C@@H]1CC[C@@H](CCn2cc(C3(O)CCCC3)nn2)O[C@@H]1CO
  A = -0.6; B = -3; C = -1; D = -2; E = x; F = 1; G = 0.4; H = 12
O=C1CCCC2=C1C(c1ccsc1)CC(=O)N2c1nnc(SCc2ccccc2)s1 (stereo not drawn)
  A = 0.2; B = 2; C = 0; D = -4; E = 0; F = -8; G = 4.3; H = 11
Cn1c(Cc2ccccc2)n[nH]c1=S
  A = 0.6; B = 3; C = -17; D = -4; E = -5; F = x; G = x; H = -12
C[C@@H]1CCCCO[C@H](CN(C)Cc2ccc(Cl)c(Cl)c2)[C@H](C)CN([C@@H](C)CO)C(=O)c2cc(NC(=O)c3ccccc3)ccc2O1
  A = 0.1; B = -5; C = -5; D = 1; E = 82*; F = -19; G = -0.7; H = 22
CCc1sc(C(=O)NCCCN2CCCC2=O)cc1Br
  A = 0.0; B = x; C = -2; D = 4; E = -2; F = 17; G = 3.6; H = x
Cc1c(C)n(Cc2ccc(F)cc2)c2ccc(C(=O)NCCCN3CCOCC3)cc12
  A = 0.0; B = x; C = 1; D = 0; E = -1; F = 1; G = -1.6; H = 15
CCn1c(=NC(=O)c2cccc(N3C(=O)CCC3=O)c2)sc2c(OC)ccc(OC)c21
  A = 0.2; B = -3; C = 1; D = 0; E = -6; F = x; G = 1.8; H = 8
